Bioassay records deposited in PubChem by several laboratories.
PP5 primary: PP5 phosphatase inhibitors, primary screen, biochemical, fluorescence; actives 0.18% (n = 320,000); Serine/threonine-protein phosphatase 5 (Homo sapiens), P53041; purified PP5c, OMFP substrate fluorescence; AID 1987, 2009; inhibition, % at 6.7 µM;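 active means inhibition above the campaign's mean inhibition across all tested compounds plus 3 SD, cut at about 9.5% in these data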;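 further: 0% = DMSO only and 100% = 100 µM cantharidin control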
PP1 inh: PP1-alpha phosphatase inhibitors, primary screen, counter-screen for PP5 inhibitor project, biochemical, fluorescence, OMFP substrate, single point. Serine/threonine-protein phosphatase PP1-alpha catalytic subunit (Homo sapiens), P62136. purified PP1alpha. inhibition, % at 6.7 µM. actives 0.9% (n = 320,000). AID 2235, 2010;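 active means inhibition above the mean inhibition of all tested compounds plus 3 SD, computed separately for each screening campaign, cut at about 15% in these data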
PREPL inh: PREPL enzyme inhibitors, primary screen, biochemical, fluorescence polarization; Prolyl endopeptidase-like (Homo sapiens), Q4J6C6; recombinant PREPL, fluorescence polarization activity-based probe; inhibition, % at 5.96 µM; actives 0.68% (n = 320,000); AID 2751, 2010; in the data active means inhibition above about 43%;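 further: 0% = enzyme with DMSO and 100% = wells lacking enzyme; many of its hits are not listed in these tables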
Target sequence (Q4J6C6 whole entry, looked up): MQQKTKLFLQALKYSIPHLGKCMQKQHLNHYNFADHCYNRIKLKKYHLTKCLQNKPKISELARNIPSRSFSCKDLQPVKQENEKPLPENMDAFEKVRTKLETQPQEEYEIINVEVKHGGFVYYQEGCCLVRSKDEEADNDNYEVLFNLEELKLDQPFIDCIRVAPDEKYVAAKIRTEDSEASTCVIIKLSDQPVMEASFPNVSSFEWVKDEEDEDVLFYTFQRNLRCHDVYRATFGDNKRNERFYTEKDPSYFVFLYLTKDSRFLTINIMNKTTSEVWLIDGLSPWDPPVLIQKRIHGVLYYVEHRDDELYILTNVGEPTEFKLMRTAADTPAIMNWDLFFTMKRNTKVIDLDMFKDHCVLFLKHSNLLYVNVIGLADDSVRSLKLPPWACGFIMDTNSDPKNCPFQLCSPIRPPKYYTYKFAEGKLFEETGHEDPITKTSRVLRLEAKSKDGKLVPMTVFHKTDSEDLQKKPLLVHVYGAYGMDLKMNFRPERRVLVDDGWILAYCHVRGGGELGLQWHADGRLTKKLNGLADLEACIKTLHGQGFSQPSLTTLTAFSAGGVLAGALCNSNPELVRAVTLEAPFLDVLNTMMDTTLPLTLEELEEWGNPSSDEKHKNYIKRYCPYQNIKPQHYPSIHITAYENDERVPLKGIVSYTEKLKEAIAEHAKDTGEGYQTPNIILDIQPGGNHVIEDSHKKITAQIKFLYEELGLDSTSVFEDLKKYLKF
HCV core dimer: inhibitors of HCV core protein dimerization, primary screen, biochemical, TR-FRET, high-throughput; TR-FRET GST/Flag-core106 dimerization, 1536-well; inhibition, % at 5 µM; actives 0.33% (n = 300,000); AID 1899, 2009;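 active means inhibition above the mean of all tested compounds plus 3 SD, set per screening campaign, cut at about 45% in these data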
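Assay system: tagged HCV core106 pair (GST and Flag); medium: KF-containing HEPES buffer, pH 7.45, DTT, CHAPS, BSA; also added: Eu donor and XL665 acceptor anti-tag antibodies; dosing: 5 µM single dose; timing: compound-protein-antibody incubation 4 h at 22.5 °C; signal: TR-FRET 671 and 617 nm emission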
GASC-1 inh: inhibitors of GASC-1 histone demethylase, primary screen, biochemical, fluorescence, DELFIA europium | Lysine-specific demethylase 4C (Homo sapiens), Q9H3R0 | GST-JMJD2C(1-420) H3K9me3 demethylation | inhibition, % at 2.35 µM | actives 0.069% (n = 330,000) | AID 2099, 2009;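 active means more than half of a compound's replicate wells show inhibition beyond 50%, single wells judged on their own value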;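 further: signal counts dimethyl H3K9 product captured on neutravidin plate; 0% = median of DMSO wells and 100% = 0.3 times that DMSO median; strong numbers were not always called active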
Efflux pump inh: inhibitors of Candida efflux pumps in yeast, primary screen, S. cerevisiae, Nile Red, multiplex; actives 0.44% (n = 330,000); S. cerevisiae Candida pump triplex; inhibition, % at 10 µM;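 active means plate passing quality check with inhibition over a set limit, or well fluorescence over plate mean plus 4 SD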;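 further: Nile Red retained in pooled yeast measured as flow cytometry median fluorescence; 0% = buffer negative control and 100% = Enniatin B positive control; higher means more Nile Red kept so more efflux inhibition; some compounds called inactive have numbers as strong as hits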
TPT1 inh: Candida albicans TPT1 enzyme inhibitors, primary screen, biochemical, fluorescence polarization. tRNA 2'-phosphotransferase TPT1 (Candida albicans SC5314). AID 1962, 2009. recombinant caTPT1, FP RNA substrate dephosphorylation. inhibition, % at 5 µM. actives 0.81% (n = 300,000);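 active means inhibition above the mean of all tested compounds plus 3 SD, set per screening campaign, cut at about 24% in these data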;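 further: plate controls were DMSO alone for no effect and ferristatin control at 100 nM for full effect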
LYPLA2 inh: LYPLA2 inhibitors, primary screen, counter-screen for PME1 inhibitor project, biochemical, fluorescence polarization, FP-Rh probe ABPP; inhibition, % at 5.9 µM; recombinant LYPLA2; AID 2177, 2009; actives 0.38% (n = 320,000);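 active means inhibition above the screen-wide mean plus 3 SD, limit set per campaign, cut at about 26% in these data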;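 further: 0% = LYPLA2 with DMSO and 100% = wells lacking LYPLA2 enzyme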
Target sequence (O95372 whole entry, looked up): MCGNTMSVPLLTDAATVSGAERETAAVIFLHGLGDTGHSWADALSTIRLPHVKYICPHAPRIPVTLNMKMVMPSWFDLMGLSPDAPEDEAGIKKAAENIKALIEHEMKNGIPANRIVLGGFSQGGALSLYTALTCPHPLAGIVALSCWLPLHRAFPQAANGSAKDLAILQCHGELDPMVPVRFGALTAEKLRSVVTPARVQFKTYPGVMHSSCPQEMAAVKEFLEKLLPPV
CTSL1 counter: Fasciola hepatica cathepsin L1 inhibitors, primary screen, counter-screen for PFM18AAP inhibitor project, biochemical, QFRET, fluorogenic peptide substrate. actives 0.49% (n = 300,000). recombinant F. hepatica cathepsin L1, Z-Leu-Arg-MCA fluorescence. inhibition, % at 5.96 µM;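 active means inhibition above the mean of all tested compounds plus 3 SD, set per screening campaign, cut at about 17% in these data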;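 further: 0% = plate median of test compound wells and 100% = 1 µM Z-Phe-Ala-diazomethylketone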
* = called active by the depositor. Only part of the results is shown; rates above refer to the full screens.

COc1ccc(-n2cc(C(=O)c3ccc4ccccc4c3O)cn2)cc1 was read as PP5 primary 0.2, PP1 inh 2, PREPL inh 13, HCV core dimer 18, GASC-1 inh 4, Efflux pump inh 0.1, TPT1 inh -8, LYPLA2 inh -1 and CTSL1 counter 2.
`CN1Cc2ccccc2N(CC(=O)NCc2ccccc2)C1=O` gave PP5 primary 0.3, PP1 inh 1, PREPL inh 1, HCV core dimer -3, GASC-1 inh 15, Efflux pump inh -0.2, TPT1 inh -3, LYPLA2 inh 6 and CTSL1 counter 0.
Cc1ccc(N2CC(C(=O)Nc3ccc4c(c3)OCO4)CC2=O)cc1C (stereo not given) was read as PP5 primary -5.4, PP1 inh 4, PREPL inh 21, HCV core dimer 4, GASC-1 inh 3, Efflux pump inh 0.2, TPT1 inh 3, LYPLA2 inh -12 and CTSL1 counter 4.
`Cc1nc2c(C)cccn2c1/C(O)=C1\C(=O)C(=O)N(CCN(C)C)C1c1ccco1` (stereo not given) gave PP5 primary -1.3, PP1 inh 3, PREPL inh 3, HCV core dimer 1, GASC-1 inh 1, Efflux pump inh -0.1, TPT1 inh -1, LYPLA2 inh 4 and CTSL1 counter 5.
COC(=O)c1c(N2C(=O)CC(Sc3ccccc3C(=O)O)C2=O)sc2c1CCCC2 (stereo not given) was read as PP5 primary 1.0, PP1 inh 1, PREPL inh 0, HCV core dimer 12, GASC-1 inh -21, Efflux pump inh 0.1, TPT1 inh -4, LYPLA2 inh -1 and CTSL1 counter 1.
For CCN(CC)S(=O)(=O)c1ccc(/C=C/C(=O)Nc2c(C)n(C)n(-c3ccccc3)c2=O)cc1 the results were PP5 primary -0.6, PP1 inh 1, PREPL inh 9, HCV core dimer -2, GASC-1 inh 4, Efflux pump inh -0.1, TPT1 inh -3, LYPLA2 inh 8 and CTSL1 counter 1.
CCOC(=O)Cn1c(=O)oc2cc(S(=O)(=O)NCc3cccs3)ccc21 was read as PP5 primary 2.7, PP1 inh 1, PREPL inh -18, HCV core dimer 1, GASC-1 inh 4, Efflux pump inh -0.2, TPT1 inh -3, LYPLA2 inh 4 and CTSL1 counter -1.
`COc1ccc(OCC(=O)N(Cc2cccs2)C2CCS(=O)(=O)C2)cc1` (stereo not given) gave PP5 primary -0.5, PP1 inh -1, PREPL inh -2, HCV core dimer -3, GASC-1 inh -13, Efflux pump inh -0.1, TPT1 inh -1, LYPLA2 inh -4 and CTSL1 counter -1.
For OC(COC(c1ccc(Cl)cc1)c1ccc(Cl)cc1)CN1CCCC1 (stereo not given) the results were PP5 primary 3.2, PP1 inh 3, PREPL inh -30, HCV core dimer -11, GASC-1 inh 3, Efflux pump inh -0.1, TPT1 inh -6, LYPLA2 inh 11 and CTSL1 counter 0.
CC1CC(=O)Nc2ccccc2N1C(=O)CN1CCN(c2ccccc2)CC1 (stereo not given) was read as PP5 primary 0.9, PP1 inh 4, PREPL inh -4, HCV core dimer -1, GASC-1 inh 1, Efflux pump inh 0.2, TPT1 inh 0, LYPLA2 inh -4 and CTSL1 counter -3.
For COc1ccc(C2=NOC(C3(S(=O)(=O)c4ccccc4)CC(O)C3)C2)cc1 (stereo not given) the results were PP5 primary 0.8, PP1 inh -2, PREPL inh 1, HCV core dimer -7, GASC-1 inh -1, Efflux pump inh 0.0, TPT1 inh -4, LYPLA2 inh -2 and CTSL1 counter -11.
`N#C/C(=C/c1ccc(-c2ccccc2[N+](=O)[O-])o1)C(N)=O` gave PP5 primary 1.4, PP1 inh 1, PREPL inh 5, HCV core dimer -2, GASC-1 inh -15, Efflux pump inh -0.1, TPT1 inh -2, LYPLA2 inh -1 and CTSL1 counter 3.
CCCCOc1ccc(C(=O)NCC(=O)N2CCN(Cc3ccc4c(c3)OCO4)CC2)cc1 was read as PP5 primary 0.1, PP1 inh 0, PREPL inh 4, HCV core dimer 0, GASC-1 inh 11, Efflux pump inh 0.0, TPT1 inh 2, LYPLA2 inh 12 and CTSL1 counter 3.
CCOc1ccc(N2C(=O)CN(CC(=O)OC)C2=S)cc1 was read as PP5 primary 0.0, PP1 inh -1, PREPL inh -7, HCV core dimer -1, GASC-1 inh 8, Efflux pump inh 0.1, TPT1 inh -6, LYPLA2 inh 4 and CTSL1 counter 0.
Fc1ccccc1Cc1noc(CN2CCN(C/C=C/c3ccccc3)CC2)n1 was read as PP5 primary -1.1, PP1 inh -4, PREPL inh -2, HCV core dimer 0, GASC-1 inh 3, Efflux pump inh 0.1, TPT1 inh -2, LYPLA2 inh 14 and CTSL1 counter 1.
Screening CCn1c(SCc2nc3ccccc3s2)nnc1-c1ccccc1 returned PP5 primary 0.8, PP1 inh -3, PREPL inh 1, HCV core dimer 5, GASC-1 inh 23, Efflux pump inh 0.1, TPT1 inh 6, LYPLA2 inh 3 and CTSL1 counter -8.
For COc1ccc(S(=O)(=O)Nc2c(C(=O)O)[nH]c3ccccc23)cc1 the results were PP5 primary 0.6, PP1 inh 1, PREPL inh 2, HCV core dimer 10, GASC-1 inh -7, Efflux pump inh -0.1, TPT1 inh -1, LYPLA2 inh -8 and CTSL1 counter 0.
Cc1ccc(S(=O)(=O)NC(=O)c2cccc(Br)c2)cc1 was read as PP5 primary -1.9, PP1 inh -2, PREPL inh 3, HCV core dimer -2, GASC-1 inh 1, Efflux pump inh 0.2, TPT1 inh 0, LYPLA2 inh 0 and CTSL1 counter 0.
Screening Cc1csc(NC(=O)CCSCCc2ccccn2)n1 returned PP5 primary 0.1, PP1 inh -1, PREPL inh -3, HCV core dimer -1, GASC-1 inh 2, Efflux pump inh 0.1, TPT1 inh -3, LYPLA2 inh -1 and CTSL1 counter 1.
CC1(C)Oc2ccc(NC(=O)c3ccco3)cc2O1 was read as PP5 primary 0.5, PP1 inh -4, PREPL inh 8, HCV core dimer -3, GASC-1 inh -1, Efflux pump inh 0.0, TPT1 inh -3, LYPLA2 inh -3 and CTSL1 counter -1.
Screening O=C(NCc1ccccc1)c1cnc(Cl)c(Cl)c1 returned PP5 primary 0.7, PP1 inh 0, PREPL inh 11, HCV core dimer -9, GASC-1 inh -1, Efflux pump inh 0.1, TPT1 inh 2, LYPLA2 inh 1 and CTSL1 counter -2.
Screening CCc1cc2cc3c(cc2nc1SCC(=O)Nc1cc(OC)c(OC)cc1C(=O)O)OCO3 returned PP5 primary -2.7, PP1 inh 6, PREPL inh 9, HCV core dimer 4, GASC-1 inh -7, Efflux pump inh 0.0, TPT1 inh -4, LYPLA2 inh -3 and CTSL1 counter 15.
For N#Cc1ccc(NCCc2ccccn2)c([N+](=O)[O-])c1 the results were PP5 primary 1.4, PP1 inh -2, PREPL inh 5, HCV core dimer 3, GASC-1 inh -35, Efflux pump inh 0.1, TPT1 inh -4, LYPLA2 inh -5 and CTSL1 counter 2.
CN(C)c1cc[n+](CC(=O)Nc2cc(C(F)(F)F)ccc2Cl)cc1 was read as PP5 primary 2.0, PP1 inh 2, PREPL inh 13, HCV core dimer -2, GASC-1 inh -2, Efflux pump inh 0.0, TPT1 inh 0, LYPLA2 inh 3 and CTSL1 counter -3.
CCOC(=O)c1ccc(OCc2c(C)noc2C)cc1 was read as PP5 primary 2.3, PP1 inh -2, PREPL inh -8, HCV core dimer 1, GASC-1 inh 18, Efflux pump inh 0.1, TPT1 inh -3, LYPLA2 inh 6 and CTSL1 counter -2.
Screening CCC(=O)Nc1cccc(NC(=O)c2ccccc2Br)c1 returned PP5 primary 1.9, PP1 inh -3, PREPL inh 3, HCV core dimer -4, GASC-1 inh 2, Efflux pump inh -0.3, TPT1 inh 0, LYPLA2 inh 0 and CTSL1 counter -1.
Screening O=c1[nH]c(Nc2ccccc2Cl)cc2ccccc12 returned PP5 primary 6.8, PP1 inh 2, PREPL inh 20, HCV core dimer 2, GASC-1 inh 75, Efflux pump inh 0.2, TPT1 inh 0, LYPLA2 inh 3 and CTSL1 counter 15.
Screening Nc1nccnc1C(=O)OCC(=O)NC1CCCc2ccccc21 (stereo not given) returned PP5 primary -0.5, PP1 inh -1, PREPL inh 10, GASC-1 inh -5, Efflux pump inh 0.0 and LYPLA2 inh 6.
Screening Cc1ccc(N=C2SCCCN2C(=O)c2ccco2)cc1Cl returned PP5 primary 0.5, PP1 inh 0, PREPL inh 8, HCV core dimer -2, GASC-1 inh -4, Efflux pump inh 0.0, TPT1 inh 3, LYPLA2 inh 8 and CTSL1 counter 2.
CCOC(=O)c1cc(COc2cc(Cl)cc(Cl)c2)on1 was read as PP5 primary 0.0, PP1 inh 0, PREPL inh 3, HCV core dimer 1, GASC-1 inh 3, Efflux pump inh -0.1, TPT1 inh 0, LYPLA2 inh 1 and CTSL1 counter 2.
Nc1nonc1-n1nnc(C(=O)N/N=C/c2cccc(Cl)c2)c1CSc1ccccc1 was read as PP5 primary -1.4, PP1 inh -2, PREPL inh -1, HCV core dimer 5, GASC-1 inh -2, Efflux pump inh -0.1, TPT1 inh 1, LYPLA2 inh -6 and CTSL1 counter 4.
Screening COc1ccc(Cl)cc1NC(=S)NCCc1ccc(S(N)(=O)=O)cc1 returned PP5 primary 2.4, PP1 inh -4, PREPL inh -9, HCV core dimer 1, GASC-1 inh 1, Efflux pump inh 0.0, TPT1 inh -4, LYPLA2 inh 5 and CTSL1 counter -4.
